Screening data deposited in PubChem by National Center for Advancing Translational Sciences (NCATS).
IL-1B inflam inh: inflammasome signaling inhibition, IL-1 beta readout. AID 743279. activity change, % at 57.5 µM. 360,000 compounds, 4.7% hits. THP-1 LPS/ATP IL-1B secretion, AlphaLISA, 16 h; stronger effect = lower value; in the data active means activity change below about -50%; inconclusive means mostly about -30% to -49%; further: on the % scale 0 is the no-effect control and ±100 the full control effect
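THP-1 cells pretreated 1 hr with compounds (up to 57.5 uM final), then stimulated with LPS (250 ng/mL final) plus ATP (1.25 mM final); secreted IL-1B measured by AlphaLISA after 16 hr, decreased signal indicating inhibition.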
SW480 rereplic: induces DNA re-replication in SW480 colon adenocarcinoma cells; SW480 DNA re-replication, Hoechst DNA content imaging, 48 h; Potency, µM (titrated, usually from 46.1 µM), for the others: top-dose re-replication activation, most hits filed as activators; 340,000 compounds, 1.8% hits; AID 624297; further: potency means the concentration at half of the fitted maximal effect; % of control where 0% means no effect; nearly all actives have a fitted effect of over 55% in size
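Per well, 250 cells were exposed to pinned compound for 48 hr. Nuclear DNA was visualised with Hoechst (40 min, 37 C) and total object intensity recorded by fluorescence scanning.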
MCF10A rereplic: inducers of DNA re-replication in MCF 10A breast cells; MCF 10A DNA re-replication, Hoechst nuclear intensity, 48 h; Potency, µM (highest dose often 46.1 µM), for inactives: top-dose activity, positive = re-replication, hits mostly activators; 350,000 compounds, 2.9% hits; further: potency means the concentration at half of the fitted maximal effect; % of control where 0% means no effect; nearly all actives have a fitted effect of over 50% in size
HT1080 IDH1KD tx: toxicity to HT-1080 IDH1 knockdown cells (counter line); HT-1080 IDH1 knockdown viability, ATP luminescence, 48 h; Potency, µM (doses to about 46.1 µM), for the others: at the highest dose activity, negative = toxicity, usual class: cytotoxic; 360,000 compounds, 2% hits; AID 686971;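 further: potency means the concentration at half of the fitted maximal effect; 0% = DMSO wells and -100% = cell-free medium wells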
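Assay cells: HT-1080 with IDH1 knockdown, 750 per well, RPMI/5% FBS. Exposure: 48 h at 37 °C following 2 h pre-incubation. Read: CellTiter-Glo luminescence; fitted concentration-response, curve class assigned.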
KB-3-1 tox: kills parental KB-3-1 adenocarcinoma cells | KB-3-1 viability, CellTiter-Glo ATP luminescence, 72 h | Potency, µM (series often up to 46.1 µM), for inactives: top-dose activity change, negative = cytotoxic, actives largely listed as cytotoxic | 400,000 compounds, 1.4% hits | AID 1347075; further: potency means the concentration at half of the fitted maximal effect; on the % scale 0 is the no-effect control and ±100 the full control effect; nearly all actives have a fitted effect of over 60% in size
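Here the drug-naive KB-3-1 line serves as comparator for MDR sub-line selectivity; cells received compound titrations, 72 h at 37 °C, then CellTiter-Glo readout.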
KB-V1 MDR tox: KB-V1 MDR subline cytotoxicity | KB-V1 MDR cells viability, CellTiter-Glo, 72 h | Potency, µM (doses to about 46.1 µM), for the others: at the highest dose activity change, negative = cytotoxicity, hits mostly cytotoxic | 400,000 compounds, 3.4% hits | AID 1347076; further: potency means the concentration at half of the fitted maximal effect; on the % scale 0 is the no-effect control and ±100 the full control effect; nearly all actives have a fitted effect of over 60% in size
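Following 72 h at 37 degrees C with compound, KB-V1 cell viability was read by CellTiter-Glo luminescence, medium being phenol-red-free DMEM plus 10% FBS; concentration-response parameters came from normalized, curve-fitted qHTS data.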
D3 ag: activates the human D3 dopamine receptor; D3R DiscoveRx beta-arrestin cells, luminescence, 90 min; max activation, %; 410,000 compounds, 0.58% hits; in the data active means max activation above about 30%; further: 0% is about no effect; mostly tested at two doses, the higher about 12 µM
Target sequence (P35462 whole entry, looked up): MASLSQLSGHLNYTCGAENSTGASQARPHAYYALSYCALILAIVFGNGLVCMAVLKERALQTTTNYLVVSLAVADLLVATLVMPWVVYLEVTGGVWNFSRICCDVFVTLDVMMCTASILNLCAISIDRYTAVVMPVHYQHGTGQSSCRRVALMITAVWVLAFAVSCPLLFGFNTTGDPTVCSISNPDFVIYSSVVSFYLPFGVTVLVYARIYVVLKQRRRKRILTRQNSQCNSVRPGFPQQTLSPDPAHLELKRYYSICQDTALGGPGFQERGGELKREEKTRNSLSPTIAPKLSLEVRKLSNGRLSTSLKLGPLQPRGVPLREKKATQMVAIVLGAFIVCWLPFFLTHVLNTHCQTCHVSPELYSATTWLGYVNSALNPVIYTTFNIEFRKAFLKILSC
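Agonist-mode cell screen: cells plated at 1500/well and incubated overnight at 37 °C, then exposed to library compounds for 90 min at 37 °C. Detection reagent was added for 30–60 min at room temperature, and luminescence was read.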
HT1080NT lethal: kills 2HG-producing HT-1080-NT fibrosarcoma cells. HT-1080-NT fibrosarcoma viability, CellTiter-Glo ATP luminescence, 48 h. 360,000 compounds, 1.6% hits. Potency, µM (doses to about 46.1 µM), without a hit: at the top dose activity, negative = less viability, usual class: cytotoxic;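 further: NT is the 2HG producing partner of a matched IDH1 knockdown line; potency means the concentration at half of the fitted maximal effect; 0% = DMSO-treated cells and -100% = media-only wells without cells; nearly all actives have a fitted effect of over 55% in size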
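Viability of the 2HG-overproducing fibrosarcoma line after 48 hours of compound exposure at 37 degrees C was determined by luminescence with CellTiter-Glo, and concentration-effect curves were then fitted and categorized.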
GLP1R cytotox: cytotoxicity in counter-screen for GLP-1R inverse agonists; HEK293 cAMP-luciferase reporter cells, luminescence, 24 h; Potency, µM (series often up to 38.3 µM), without a hit: at the top dose activity change, negative = inhibition, actives largely listed as inhibitors; 410,000 compounds, 0.13% hits; AID 624418;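 further: loss of luciferase light is scored as toxicity; potency means the concentration at half of the fitted maximal effect; on the % scale 0 is the no-effect control and ±100 the full control effect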
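MLSMR compounds, 24 hr on cells at 37 deg C/5% CO2; luminescence after luciferase reagent (12 min RT). Inhibition counted as the undesired cytotoxic outcome.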
Active calls of the source: *; ? = inconclusive; . = not tested or not shown; [ ] = dose if it differs, or a comment. Unless noted, the call rests on the fitted dose curve; in most records, active means well fitted curve in the direction sought with a large enough effect; inconclusive means small, poorly fitted or top-dose-only effect, or another doubt; inactive means no such curve, though single readings can be large; an effect the other way counts as inactive or inconclusive.

SMILES	IL-1B inflam inh	SW480 rereplic	MCF10A rereplic	HT1080 IDH1KD tx	KB-3-1 tox	KB-V1 MDR tox	D3 ag	HT1080NT lethal	GLP1R cytotox
O=C(O)C1CC=CCC1C(=O)Nc1cccc(C(=O)N2CCCCC2)c1 (configuration not stated)	9	-3%	?	-3%[9.24 µM]	13%	3%	4	-5%	-21%
Cc1ccc2c(n1)CC(C)(C)C/C2=N\O	-3	-1%	0%	3%	-17%	-7%	-2	-5%	1%
COCCN(C(=O)CSc1nnc(-c2ccc(F)cc2)n1N)c1c(N)n(CC(C)C)c(=O)[nH]c1=O	25	.	.	8%	6%	29%	0	7%	4%
CC(C)C(=O)Nc1ncc2c(n1)CC(c1cccs1)CC2=O (configuration not stated)	20	-8%	6%	2%	9%	?	3	1%	54%[activator]
COCCN1C(=O)N(c2cccc(OC)c2)C(=O)C1CC(=O)Nc1ccc(Cl)cc1 (configuration not stated)	5	-1%	?	-18%	16%	-19%	1	-1%	-17%
CCOc1ccc(S(=O)(=O)N2CCOCC2)cc1NC(=O)C1=COCCO1	0	-4%	-1%	1%	2%	?	1	0%	0%
COc1ccc(CN(C)CC(=O)NC(=O)NCc2ccccc2)c(OC)c1	3	2%	7%	-6%	-9%	-16%	-4	0%	12%
COCCOC(=O)c1[nH]c2c(c1C)C(=O)CC(c1ccc(F)cc1)C2 (configuration not stated)	62	?	?	23µM*	7.3µM*	?	4	?	-5%
COc1c(Br)cc(C(N)=O)cc1OCc1ccccc1	19	0%	?	0%	7%	1%	4	-1%	-6%
Cc1c(C(=O)Nc2nnc(C3CC3)s2)oc2c(Cl)cccc12	6	23%	14%	-8%	0%	?	1	-2%	3%
O=C1c2ccccc2C(=O)N1c1ccc(Cl)cn1	-14	-5%	1%	-5%	-7%	0%	3	-1%	8%
O=[N+]([O-])c1cc([N+](=O)[O-])c2oc(-c3ccccc3)c(Br)c2c1O	15	-7%	?	?	?	?	-3	?	?
CC(C(=O)Nc1ccccc1C#N)N1C(=O)NC2(CCCCCC2)C1=O (configuration not stated)	15	-86%[inhibitor]	-14%	0%	3%	4%	0	-4%	0%
Cc1nc2ccc(NC(=O)C3=NN(C)C(=O)CC3)cc2s1	-2	-9%	?	-3%	.	.	-9	-7%	19%
Cc1noc(C)c1NC(=O)N(C)C[C@H]1Oc2c(NC(=O)Nc3ccccc3)cccc2C(=O)N([C@H](C)CO)C[C@@H]1C	-2	?	-1%	-3%	-13%	-5%	-19	-7%	13%
Cc1ccc(C)c(OCC(=O)Nc2ccccc2C(=O)N2CCOCC2)c1	-1	-5%	-2%	-1%	1%	2%	-2	5%	-18%
O=C(N/N=C/c1cccnc1)c1cccc(S(=O)(=O)Nc2cccc(Cl)c2)c1	5	1%	4%	-10%	6%	4%	-6	-2%	28%
O=C(NNC(=O)c1ccc(NC(=O)c2ccccc2)cc1)c1ccc(F)cc1	1	27%	-1%	0%	14%	-15%	3	7%	-8%
CN(C(=O)c1cc2nc(-c3ccc4c(c3)OCO4)cc(C(F)(F)F)n2n1)c1ccc(OC(F)(F)F)cc1	.	.	.	.	-5%	0%	-4	.	0%
COc1ccc(CCNC(=S)N2CCN(S(=O)(=O)c3ccccc3)CC2)cc1	0	3%	5%	2%	-4%	?	-6	5%	5%
Cc1ccc2nc(-c3ccc(NC(=O)CNC4CC4)cc3)sc2c1	-4	11%	?	-3%	-6%	1%	-7	3%	4%
CC(=O)N1c2ccccc2Oc2cc3ccccc3cc21	4	13%	-1%	-7%	-2%	17%	11	-8%	9%
CC(C)c1ccc(/C=C2\SC(=O)N(CC(=O)NCCCn3ccnc3)C2=O)cc1	-1	-3%	?	0%	-11%	?	-8	-18%	-3%
CCN(Cc1nc2cc(Cl)ccc2c(=O)[nH]1)C(=O)CN1C(=O)NC2(CCCCC2C)C1=O (configuration not stated)	7	?	14%	0%	2%	?	5	0%	0%

Some of the entries above, set out differently:
Below each SMILES – IL-1B inflam inh	SW480 rereplic	MCF10A rereplic	HT1080 IDH1KD tx	KB-3-1 tox	KB-V1 MDR tox	D3 ag	HT1080NT lethal	GLP1R cytotox
> Cc1ccc2nc(-c3ccc(NC(=O)CNC4CC4)cc3)sc2c1
→ -4	11%	?	-3%	-6%	1%	-7	3%	4%
> CC(=O)N1c2ccccc2Oc2cc3ccccc3cc21
→ 4	13%	-1%	-7%	-2%	17%	11	-8%	9%
> CC(C)c1ccc(/C=C2\SC(=O)N(CC(=O)NCCCn3ccnc3)C2=O)cc1
→ -1	-3%	?	0%	-11%	?	-8	-18%	-3%
> CCN(Cc1nc2cc(Cl)ccc2c(=O)[nH]1)C(=O)CN1C(=O)NC2(CCCCC2C)C1=O (configuration not stated)
→ 7	?	14%	0%	2%	?	5	0%	0%

Following part
SMILES	IL-1B inflam inh	SW480 rereplic	MCF10A rereplic	HT1080 IDH1KD tx	KB-3-1 tox	KB-V1 MDR tox	D3 ag	HT1080NT lethal	GLP1R cytotox
O=C(c1ccco1)n1nc(-c2ccccc2)nc1NCc1ccc(F)cc1	.	.	.	.	19%	0%	7	.	-2%
CNc1nc(SC)nc2ccsc12	4	-15%	-1%	0%	1%	-3%	-1	0%	4%
COc1ccc(CCC(=O)c2ccc(OC)cc2)cc1	-15	-1%	9%	6%	-1%	5%	-2	-1%	-8%
OC(CNC1CCCC1)COc1ccc(Cl)cc1 (configuration not stated)	?	-3%	3%	-15%	-9%	8%	-21	-18%	-4%
FC(F)(F)c1cc(Sc2ccccc2)nc(-c2ccccn2)n1	5	?	0%	?	0%	?	34*	13µM*	?
CCc1nnc(NC(=O)c2sc3nc(C)cc(COC)c3c2N)s1	-26	-3%	12%	14%	5%	-3%	-3	7%	41%[activator]
CCCCc1nnc(NC(=O)C2CCCO2)s1 (configuration not stated)	1	0%	3%	17%	-10%	4%	-2	4%	1%
Cc1ccccc1Cc1c(C)nc2nc(SCC(=O)NCCCN3CCCC3)nn2c1C	-21	-14%	9%	-10%	6%	-2%	-7	-8%	-8%
CCCC(=O)N1CCN(c2nc3c(OC)ccc(C)c3s2)CC1	.	.	.	.	-7%	-5%	3	.	-7%
CCOc1ccc(-c2cc(NC(=O)Nc3ccccc3C(F)(F)F)c(C(=O)OC)s2)cc1	.	.	.	.	-5%	1%	-1	.	-6%
CCOC(=O)/C(=N\Nc1cccc(C(F)(F)F)c1)N(CCOC)CCOC	31	0%	8%	-5%	2%	23µM*	-5	9%	-9%
Cc1ccc(C)c(NC(=O)CSc2nnc(C)n3c2cc2occc23)c1	.	.	.	.	11%	8%	1	.	3%
CC1CCN(S(=O)(=O)c2ccc(C(=O)Nc3nnc(-c4ccccn4)o3)cc2)CC1	27	?	29%	-9%	-19%	-22%	2	-10%	-13%
COc1cccc(COC(=O)Nc2ccccc2)c1OC	-21	.	.	-6%	-6%	?	-3	7%	7%
CC(=O)COc1ccc2c(C)c(C)c(=O)oc2c1	?	-4%	15%	2%[9.24 µM]	13%	?	-1	-4%	9%
Cc1n[nH]c(=O)c2c(NC(=O)COC(=O)/C=C/c3cccc(C(F)(F)F)c3)oc(C)c12	11	-10%	?	-3%	8%	25%	0	1%	-2%
Cc1ccc(C(=O)CSc2nnc(-c3ccco3)o2)o1	-14	-2%	-3%	0%	15%	2%	-11	-10%	5%
CC(C)NC(=O)CSCc1cccc(Br)c1	-13	-3%	-1%	7%	2%	2%	-3	0%	?
Cc1ccccc1-c1nnc(SCC(=O)NCC2CCCO2)o1 (configuration not stated)	7	-1%	-1%	-2%	-1%	4%	3	12%	-2%
Cn1c(=O)c2c(nc(N/N=C/c3cccnc3)n2Cc2ccccc2)n(C)c1=O	30	22%	10%	-2%	-13%	8%	3	-5%	-5%
Cc1ccc(NC(=O)Cn2c(=O)c3cccn3c3ccccc32)c(Cl)c1	?	?	?	21%	?	1%	2	4%	?
O=C(Nc1cnc2ccccn2c1=O)c1ccc(Cl)cc1Cl	-7	-1%	3%	13%	3%	-2%	1	21%	11%
CC(=O)C1CCC2C3CCC4CC(=O)CCC4(C)C3C(O)CC12C (configuration not stated)	8	-3%	-1%	-2%	-5%	?	12	-2%	21%
COc1ccccc1-c1sc2cc3c(cc2c1C#CCO)OCO3	35	-1%	21µM*	5%	-3%	3%	3	?	-9%
COc1cc(CN(C(=O)c2cccs2)C2CCS(=O)(=O)C2)cc(OC)c1OC (configuration not stated)	0	25%	-1%	21%	11%	25%	3	4%	1%
CC1CCc2c(C(=O)NCc3ccccn3)csc2C1 (configuration not stated)	-13	6%	1%	-9%	?	-19%	-36	-9%	7%
CC(=O)c1cnc2c(-c3ccc(Cl)cc3)cnn2c1C	-7	-5%	-1%[9.22 µM]	-17%	10%	2%	6	16%	19%
Cc1noc(C)c1C(=O)N(C)CC(=O)Nc1ccc(F)c(F)c1F	0	-4%	1%	0%	5%	1%	-3	0%	7%
CCOc1ccc(CCNC(=O)COC(=O)c2oc3ccccc3c2COC)cc1OCC	-6	-9%	-2%	3%	8%	-10%	10	5%	5%
COc1cccc(NC(=O)CN(C)CC(=O)Nc2ccc(C)cc2Cl)c1	-5	1%	1%	-1%	8%	?	-1	-14%	1%
O=C(CN1CCC2(CC1)OCCO2)c1ccc2cc[nH]c2c1	-16	-5%	-3%	7%	?	-12%	-11	7%	1%
O=C(c1ccco1)N1CCC(n2nnc3ccccc32)CC1	11	-4%	6%	-2%	26%	13µM*	0	?	10%
Cc1ccc(CNC(=O)c2ccc(Cl)c(S(N)(=O)=O)c2)n1C	10	-3%	-8%	5%	0%	?	2	10%	-9%
C=CCn1ccc2c([N+](=O)[O-])cccc2c1=O	17	0%	-4%	0%	9%	5%	-11	17%	17%
CC(NC(=O)COc1ccc(S(=O)(=O)N2CCOCC2)cc1)c1ccccc1 (configuration not stated)	-13	8%	10%	1%	-3%	-9%	1	10%	5%
